RORg inh: qHTS for inhibitors of ROR gamma transcriptional activity | Nuclear receptor ROR-gamma (Mus musculus), P51450 | Drosophila S2 Gal4-RORgamma UAS-luciferase reporter, 20 h | Potency, µM (series often up to 53.6 µM), without a hit: at the highest dose activity change, negative = inhibition, most hits filed as inhibitors | 310,000 compounds, 5.4% hits | AID 2551, 2010; further: potency means the concentration at half of the fitted maximal effect; on the % scale 0 is the no-effect control and ±100 the full control effect; nearly all actives have a fitted effect of over 60% in size
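Stable Schneider cell line, Gal4 DNA-binding domain fused to ROR gamma, UAS-luciferase. Cmpd 1 hr RT → CuSO4 700 uM final → 20 hr RT → luciferase reagent 10 min → luminescence.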
Gal4-VP16 FLuc: VP16 counterscreen qHTS for inhibitors of ROR gamma transcriptional activity | Drosophila S2 Gal4-VP16 UAS-luciferase, luminescence, 20 h | Potency, µM (highest dose often 53.6 µM), inactives show top-dose activity, negative = inhibition, actives largely listed as inhibitors | 310,000 compounds, 3.5% hits | AID 2546, 2010;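 further: Gal4-VP16 expression switched on by copper sulfate through the metallothionein promoter; potency means the concentration at half of the fitted maximal effect; on the % scale 0 is the no-effect control and ±100 the full control effect; nearly all actives have a fitted effect of over 50% in size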
Mito fusion act: qHTS Assay for Small Molecule Inhibitors of Mitochondrial Division or Activators of Mitochondrial Fusion; S. cerevisiae fusion-defective mutant growth rescue, CellTiterGlo 48 h; Potency, µM (top dose mostly 46.1 µM), for the others: top-dose growth rescue (activation), most hits filed as activators; 320,000 compounds, 0.23% hits; AID 485298, 2010;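 further: potency means the concentration at half of the fitted maximal effect; % of control where 0% means no effect; nearly all actives have a fitted effect of over 45% in size; temperature-sensitive fusion mutants such as fzo1-1 at 37 °C on non-fermentable ethanol glycerol medium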
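S. cerevisiae fusion-defective temperature-sensitive mutants (e.g. fzo1-1, mgm1-5) grown 48 h at 37C in YPEG (ethanol/glycerol non-fermentable) medium with 23 nl compound per well; growth rescue read as CellTiterGlo luminescence.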
KCNH2 3.1 block: qHTS for Inhibitors of KCHN2 3.1: Mutant qHTS; Potassium voltage-gated channel subfamily H member 2, brain isoform KCNH2 3.1 (human); U2OS KCNH2 3.1, thallium flux FluxOr; active compounds read low; activity change, % (tested at about 1.8 µM); 340,000 compounds, 0.95% hits;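 active means maximum activity change below -70%; inconclusive means maximum activity change from -70% to -50%; inactive means maximum activity change above -50%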;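 further: thallium influx rate constant from kinetic fluorescence after stimulation buffer; on the % scale 0 is the no-effect control and ±100 the full control effect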
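We transduce U2OS cells with the mutant 3.1 virus, culture them overnight, load FluxOr with Red40 quencher for 45 min, then add stimulation buffer and read kinetically for 2 min to derive a normalized rate constant.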
Menin MLL FP TR: qHTS Assay for Inhibitors Targeting the Menin-MLL Interaction in MLL Related Leukemias: Competition With Texas Red Labeled MLL-derived Mutant Peptide; O00255; Menin + Texas Red MLL mutant peptide, fluorescence polarization; Potency, µM (series often up to 61.6 µM), for inactives: top-dose FP activity change, negative = inhibition, actives largely listed as inhibitors; 270,000 compounds, 0.23% hits; active means well fitted inhibition curve with a large enough effect in the polarisation, with a control signal flat, not every such curve was filed as active; inconclusive means small, poorly fitted or top-dose-only effect, or effect the other way, or a change in a side signal; inactive means no such curve, though single readings can be large or run the other way; the % refers to the polarisation; further: potency means the concentration at half of the fitted maximal effect; % of control where 0% means no effect; many of its hits are not listed in these tables
Target sequence (O00255 whole entry, looked up): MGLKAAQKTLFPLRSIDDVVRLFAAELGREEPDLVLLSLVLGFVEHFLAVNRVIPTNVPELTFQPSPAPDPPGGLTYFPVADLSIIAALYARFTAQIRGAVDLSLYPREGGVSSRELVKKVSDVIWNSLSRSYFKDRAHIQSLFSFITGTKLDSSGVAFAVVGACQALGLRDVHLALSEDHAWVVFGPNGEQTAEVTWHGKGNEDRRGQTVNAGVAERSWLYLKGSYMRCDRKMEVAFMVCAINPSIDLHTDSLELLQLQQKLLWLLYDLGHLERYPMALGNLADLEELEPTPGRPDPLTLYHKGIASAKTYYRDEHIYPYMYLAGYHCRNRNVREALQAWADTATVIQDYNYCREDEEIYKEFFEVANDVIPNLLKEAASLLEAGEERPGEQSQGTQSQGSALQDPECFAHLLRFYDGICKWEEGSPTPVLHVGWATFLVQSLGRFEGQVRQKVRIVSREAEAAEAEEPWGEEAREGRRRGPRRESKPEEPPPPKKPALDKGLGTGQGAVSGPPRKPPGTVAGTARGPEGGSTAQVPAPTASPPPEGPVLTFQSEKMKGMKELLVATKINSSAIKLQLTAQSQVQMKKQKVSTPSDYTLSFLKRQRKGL
MBNL1 CUG block: qHTS Assay for Inhibitors of MBNL1-poly(CUG) RNA binding; Potency, µM (doses to about 57.5 µM), for inactives: at the highest dose activity change, negative = inhibition, usual class: inhibitors; 280,000 compounds, 0.036% hits; AID 2675, 2010; Muscleblind-like protein 1 (Homo sapiens), Q9NR56; TR-FRET MBNL1-His/biotin-(CUG)12 binding, 665/545 ratio; active means well fitted inhibition curve with a large enough effect in the signal ratio, with a control signal flat, not every such curve was filed as active; inconclusive means small, poorly fitted or top-dose-only effect, or effect the other way, or a change in a side signal; inactive means no such curve, though single readings can be large or run the other way; the % refers to the signal ratio; further: potency means the concentration at half of the fitted maximal effect; on the % scale 0 is the no-effect control and ±100 the full control effect
Target sequence (Q9NR56 whole entry, looked up): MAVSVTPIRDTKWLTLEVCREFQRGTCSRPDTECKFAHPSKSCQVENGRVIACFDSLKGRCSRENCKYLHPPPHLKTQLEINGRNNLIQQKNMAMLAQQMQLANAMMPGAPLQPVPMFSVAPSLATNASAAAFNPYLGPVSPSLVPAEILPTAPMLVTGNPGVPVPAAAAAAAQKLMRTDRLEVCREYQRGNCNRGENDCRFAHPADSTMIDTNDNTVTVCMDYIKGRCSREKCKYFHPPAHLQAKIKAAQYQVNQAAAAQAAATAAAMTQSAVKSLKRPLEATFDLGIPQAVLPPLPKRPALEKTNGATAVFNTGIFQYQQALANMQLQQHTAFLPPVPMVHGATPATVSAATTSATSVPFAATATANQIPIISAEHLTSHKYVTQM
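Ratiometric TR-FRET (665 over 545 nm, excitation 340 nm) tracks disruption of MBNL1-His/biotin-(CUG)12 complex after 60 min at room temperature, with compounds at 92 nM to 58 uM final.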
NPC1 promoter act: qHTS Assay for NPC1 Promoter Activators | Huh7 NPC1 promoter luciferase reporter, 24 h | 320,000 compounds, 2.4% hits | Potency, µM (top dose mostly 9.22 µM), inactives show at the highest dose activation, most hits filed as activators;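 further: potency means the concentration at half of the fitted maximal effect; % of control where 0% means no effect; nearly all actives have a fitted effect of over 60% in size; reporter is driven by a mutant NPC1 promoter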
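Huh7 cells stably carrying NPC1 promoter–luciferase, plated in Opti-MEM with 10% FBS for 2 h, were exposed to compound in DMSO for 24 h at 37 °C; luciferase reagent was added for 10 min and luminescence read.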
FLuc counter: qHTS profiling assay for firefly luciferase inhibitor/activator using purifed enzyme and Km concentrations of substrates (counterscreen for miR-21 project). purified FLuc, Km substrates, luminescence inhibition. Potency, µM (series often up to 57.5 µM), without a hit: top-dose activity change, negative = inhibition, usual class: inhibitors. 360,000 compounds, 6.9% hits;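 further: potency means the concentration at half of the fitted maximal effect; plate controls were vehicle for no effect and reference inhibitor for full effect; nearly all actives have a fitted effect of over 55% in size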
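Purified P. pyralis luciferase (10nM final) with 10uM D-luciferin and 10uM ATP (Km levels) in 50mM Tris acetate pH 7.5, 10mM Mg acetate, 0.01% Tween-20, 0.05% BSA; qHTS 6-point titration, ~60 µM downward; luminescence read.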
PKM2 act: qHTS Assay for Activators of Human Muscle isoform 2 Pyruvate Kinase; Potency, µM (series often up to 57.5 µM), for the others: at the top dose activation, usual class: activators; 260,000 compounds, 0.34% hits; AID 1631, 2009; Pyruvate kinase PKM (Homo sapiens), P14618; purified PKM2, Kinase-Glo ATP luminescence, activation; response scale: 0% is enzyme alone, no compound; further: potency means the concentration at half of the fitted maximal effect; on the % scale 0 is the no-effect control and ±100 the full control effect; nearly all actives have a fitted effect of over 55% in size
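hPK-M2, >95% pure; 0.1 mM ADP / 0.5 mM PEP final; imidazole pH7.2 buffer w/ 7 mM MgCl2, 50 mM KCl; 1 h RT; Kinase-Glo lum. Intermediate enzyme activity for dual inhibitor/activator qHTS.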
Rab9 promoter act: qHTS Assay for Rab9 Promoter Activators | Potency, µM (highest dose often 9.22 µM), without a hit: top-dose activation, negative = inhibition, actives largely listed as activators | 320,000 compounds, 2.8% hits | Huh7 Rab9 promoter-luciferase reporter, luminescence, 24 h; further: potency means the concentration at half of the fitted maximal effect; % of control where 0% means no effect; nearly all actives have a fitted effect of over 60% in size
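Stable Rab9-luc Huh7, 1500 cells/well, 2 h settle; cmpd in DMSO, 24 h, 37 °C/5% CO2; luciferase reagent 10 min RT; luminescence.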
ELG1 repair inh: qHTS screen for small molecules that inhibit ELG1-dependent DNA repair in human embryonic kidney (HEK293T) cells expressing luciferase-tagged ELG1; HEK293T ELG1-luciferase reporter, luminescence, 16 h; DNA damage induced by 5-fluorouridine; Potency, µM (top dose mostly 46.1 µM), inactives show top-dose activity change, negative = inhibition, hits mostly inhibitors; 330,000 compounds, 2.3% hits; further: potency means the concentration at half of the fitted maximal effect; on the % scale 0 is the no-effect control and ±100 the full control effect; nearly all actives have a fitted effect of over 55% in size
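Reporter activity after DNA damage by 5-fluorouridine is monitored. Compound-treated cells incubate 16 hr at 37 °C, then ONE-Glo is added for 30 min before luminescence reading.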
An asterisk follows results filed as active; u = inconclusive; x = no result given; [ ] = another dose, or the depositor's remark. Unless noted, the call rests on the fitted dose curve; in most records, active means well fitted curve in the direction sought with a large enough effect; inconclusive means small, poorly fitted or top-dose-only effect, or another doubt; inactive means no such curve, though single readings can be large; an effect the other way counts as inactive or inconclusive.

SMILES	RORg inh	Gal4-VP16 FLuc	Mito fusion act	KCNH2 3.1 block	Menin MLL FP TR	MBNL1 CUG block	NPC1 promoter act	FLuc counter	PKM2 act	Rab9 promoter act	ELG1 repair inh
CC1(C)CC(=O)C(C=NCCN2CCN(CCCCS(=O)(=O)O)CC2)=C(O)C1	-1%	1%	-7%	2	-2%	-7%	-2%	0%	5%	2%	-1%
COc1cc(CCC(=O)OCC(=O)Nc2ccccc2OC(F)F)cc(OC)c1OC	2%	7%	2%	-13	-2%	-4%	0%	3%	2%	2%	3%
Cc1ccc(C23CC4CC(CC(CC(=O)NC(C)(C)CO)(C4)C2)C3)cc1	25%	-14%	18µM*	7	u	-1%	-5%	-3%	x	6%	u
CCc1ccc(NS(=O)(=O)c2cc3c4c(c2)CCN4C(=O)CC3)cc1	x	x	8%	1	x	x	0%	-1%	x	-7%	u
CC1CCCCN1C(=O)Cn1c(=O)n(C2CCCCC2)c(=O)c2ccccc21 (stereo unspecified)	-27%	0%	9%	-1	-7%	-9%	-6%	9%	0%	-4%	-2%
O=C(Cc1ccc2c(c1)OCCO2)c1c(O)cc(O)cc1O	41%	26%	1%	11	10%	0%	27%	27µM*	2%	u	u
Cc1[nH]c2ccccc2c1CN1CCC(CO)(Cc2ccccc2)CC1	2%	7%	-6%	-5	-7%	-4%	-4%	1%	2%	-4%	-8%
COc1ccc(CCNC2CC(=O)N(C3CCCCC3)C2=O)cc1OC (stereo unspecified)	u	-1%	-6%	13	-28%	-7%	0%	6%	-1%	0%	-4%
COc1ccc(-c2ccccc2NC(=O)C2CCCN(Cc3ccco3)C2)cc1 (stereo unspecified)	-26%	10%	-3%	-4	x	-1%	-3%	3%	-5%	0%	-1%
C=CCn1c(Cc2cccc3ccccc23)n[nH]c1=S	4µM*	11µM*	-1%	-9	-12%	11%	1%	-1%	-18%	-2%	0%
CCN1CCN(C(=O)c2cc(COc3c(C)cccc3C)on2)CC1	2%	-10%	-14%	-4	0%	4%	-2%	-2%	x	1%	u
O=C(CNC(=S)N(CCCN1CCOCC1)Cc1cccs1)NC1CCCC1	44%	-16%	-7%	-8	-18%	-7%	-4%	1%	-2%	1%	5%
Cc1c(C(=O)N(Cc2nccn2C)C(C)C)oc2c(F)cccc12	-32%	-8%	-5%	14	x	-4%	-3%	5%	x	3%	-4%
COc1c(C)cc(Br)cc1C(=O)Nc1cccc(-c2nc3ncccc3o2)c1	10%	-12%	19%	-13	6%[11.7 µM]	0%	0%	-7%	1%	1%	18µM*
CC(C)(C)N1OC2CC1c1nc3ccccc3n1C2 (stereo unspecified)	-4%	2%	-1%	-9	x	-4%	-7%	1%	-5%	-10%	u
O=C1C(=O)N(Cc2ccncc2)C(c2cccc(O)c2)/C1=C(\O)c1ccc2c(c1)OCCO2 (stereo unspecified)	-22%	-2%	2%	-18	-19%	7%	-3%	-1%	x	2%	15%
CC(C(=O)OCC(=O)c1cccc([N+](=O)[O-])c1)N1C(=O)C2C3C=CC(C3)C2C1=O (stereo unspecified)	-6%	-9%	-4%	2	x	u	2%	0%	x	11%	-3%
CN(C(=O)CSc1nnc(-c2c[nH]c3ccccc23)n1C1CC1)C1CCS(=O)(=O)C1 (stereo unspecified)	x	x	0%	10	x	x	0%	-2%	x	-3%	6%
Cc1cc(C)nc(N2CCC(C(=O)NCc3ccco3)CC2)n1	13%	1%	-7%	-4	5%	-4%	1%	0%	-4%	17%	6%
COc1ccc(CN(CC2CCCO2)C(=O)c2cc3ccccc3oc2=O)cc1 (stereo unspecified)	5%	-2%	10%	-12	-3%	7%	2%	5%	x	3%	-21%
CCN1CCN(c2cc3nc(C)n(Cc4ccccc4)c(=O)c3cc2NC(=O)c2ccccc2F)CC1	11µM*	11µM*	9%	1	u	-9%	-10%	0%	-26%	-3%	0%
Cc1ccccc1-c1nn[nH]n1	19%	2%	-1%	1	-4%	-10%	-4%	-2%	5%	-3%	-1%
Cc1cc(NC(=O)c2cc(C(C)C)on2)no1	3%	8%	5%	3	2%	-11%	u	15µM*	4%	u	u
CS(=O)(=O)N(CC(=O)Nc1ccccc1C(=O)N1CCOCC1)c1ccc(Cl)cc1	6%	1%	-4%	0	x	-8%	-4%	1%	-14%	-4%	u
Cc1cc(=O)oc2cc(NC(=O)c3cc(F)ccc3F)ccc12	x	x	-2%	-8	x	x	u	3%	x	2.5µM*	u
Further records:
SMILES	RORg inh	Gal4-VP16 FLuc	Mito fusion act	KCNH2 3.1 block	Menin MLL FP TR	MBNL1 CUG block	NPC1 promoter act	FLuc counter	PKM2 act	Rab9 promoter act	ELG1 repair inh
CCOC(=O)c1ccc(NC(=O)COc2cc3oc(=O)c(CC(C)O)c(C)c3cc2Cl)cc1 (stereo unspecified)	-1%	-21%	-1%	15	x	-11%	-10%	0%	-2%	-4%	2%
O=C(CN1CCN(C(=O)c2ccco2)CC1)Nc1c2c(nc3c1CCC3)CCCC2	-17%	-1%	-2%	-3	-14%	5%	1%	7%	1%	-5%	4%
O=C(Nc1cccc(S(=O)(=O)NC2=NCCCCC2)c1)c1cc(-c2ccncc2)nc2ccccc12	-29%	-4%	-1%	1	27%	20%	-8%	-11%	1%	2%	u
O=C(Nc1nccs1)c1ccc(COc2c(F)c(F)cc(F)c2F)o1	x	x	-2%	1	x	x	24%	0%	x	2%	u
Cc1ccc(C)c(OCc2nc3ccc(S(=O)(=O)Nc4c(C)n(C)n(-c5ccccc5)c4=O)cc3[nH]2)c1	31%	-3%	-3%	10	17%	-6%	-3%	-15%	11%	2%	u
COc1ccc(CCNC(=O)CCCn2nc(C)c([N+](=O)[O-])c2C)cc1OC	-3%	9%	5%	0	0%	-4%	-3%	-2%	-4%	-2%	8%
CN(CCc1ccccn1)C(=O)c1nn2c(C(F)(F)F)cc(-c3ccco3)nc2c1Cl	16%	4%	0%	3	-3%	u	0%	-1%	-9%	2%	u
O=[N+]([O-])c1ccc(-c2cc(-c3ccc(Cl)cc3)n[nH]2)cc1	16%	-2%	0%	-3	53%[activator]	8%	u	-2%	u	u	u
CCN(CC)CCNC(=O)CCCCCn1c(=O)[nH]c2cc(C(=O)OC)ccc2c1=O	19%	-17%	0%	1	3%	-4%	1%	2%	7%	-3%	4%
COCCCN=C1NN=C(c2cc(C)n(-c3ccccc3F)c2C)CS1	-2%	-28%	-9%	9	u	x	u	2.4µM*	-5%	0.32µM*	u
COc1ccc(NC(=O)CCCn2c(=O)[nH]c3ccccc3c2=O)cc1	33%	-2%	2%	9	-5%	5%	-2%	-1%	-1%	-3%	18%
COC(=O)Oc1ccc(/C=N/NC(=O)CN(c2ccccc2Br)S(C)(=O)=O)cc1OC	19%	-2%	0%	8	4%	-6%	-2%	0%	-6%	-4%	4%
Cc1cc(CN2CCCC(C(=O)Nc3cccc(-n4cccn4)c3)C2)cc(C)c1O (stereo unspecified)	-14%	-1%	-7%	-15	-1%	3%	-3%	1%	x	-1%	u
O=C(CCNS(=O)(=O)c1ccc(Br)s1)N1CCN(c2ccccc2)CC1	16%	-4%	16%	-14	13%	-1%	-4%	0%	0%	0%	-1%
C=CCN1CC(c2nc3ccccc3n2Cc2cccc3ccccc23)CC1=O (stereo unspecified)	-21%	12%	7%	-2	-21%	2%	-3%	3%	2%	4%	1%
Cc1ccc(CN2CC(C(=O)N3CCN(c4ccccc4O)CC3)CC2=O)cc1 (stereo unspecified)	x	x	-2%	3	x	x	-1%	5%	x	1%	-9%
C=CCn1c(SCC(=O)Nc2c(C)n(C)n(-c3ccccc3)c2=O)nc2sc(C)c(C)c2c1=O	-28%	7%	-4%	-11	x	1%	-1%	1%	2%	5%	u
CCCCN1C(=O)C2C(C(=O)Nc3cccc(OC)c3)C3C=CC2(O3)C1C(=O)NC1CCCCC1C (stereo unspecified)	18%	-5%	-1%	9	-6%	u	-6%	3%	-2%	0%	-4%

An excerpt. The share of hits here may be higher or lower than overall.
